SSB-PriA inh = K. pneumoniae PriA-SSBct interaction inhibition; inhibition, % at 33 µM; AID 1272365; 0.6% of 430,000 active; AlphaScreen SSBct-PriA binding, biotinylated peptide; in the data active means inhibition mostly above about 37%, no sharp cut-off; inactive means mostly below about 20%;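 further: plate controls were negative control peptide for no effect and reference peptide for full effect; strong numbers were not always called active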
* hit, by the source's call; & = joins results of further samples. A portion of the library; the hit share may differ from the screen's.

Start of the listing, in advance:
SMILES | SSB-PriA inh
O=C(COc1ccc(Cl)cc1Cl)N1CCC[C@H](c2nnc(-c3ccccc3F)s2)C1 | -4
Cc1cc(C)n(-c2ccc(CCC(=O)N3CCN(Cc4cccnc4)CC3)cc2)n1 | -12
CCCc1ccc(S(=O)(=O)NCc2ccsc2)cc1 | -12

Results, from the start:
SMILES | SSB-PriA inh
O=C(COc1ccc(Cl)cc1Cl)N1CCC[C@H](c2nnc(-c3ccccc3F)s2)C1 | -4
Cc1cc(C)n(-c2ccc(CCC(=O)N3CCN(Cc4cccnc4)CC3)cc2)n1 | -12
CCCc1ccc(S(=O)(=O)NCc2ccsc2)cc1 | -12
COc1cccc(OC)c1C(=O)Nc1ccc2c(c1)C(=O)NC2=O | -15
Cc1cc(NS(=O)(=O)c2ccc(F)cc2)ccc1N1CCCC1=O | 9
CCn1cc(C=NO)c(C)n1 | -12
Cc1nc(-c2cccs2)sc1CNC(=O)c1ccc(=O)[nH]n1 | -28
CC(=O)N1CCc2c(sc(NC(=O)c3c(F)cccc3F)c2-c2nc3ccccc3s2)C1 | -13
Cc1csc(C(=O)N2CCc3ncncc3C2)c1 | 5
COc1ccc(C)c2sc(N(CCCN3CCOCC3)C(=O)c3cnc4ccccc4n3)nc12 | 9
Fc1cccc(C=Nn2c(C3CCCCC3)n[nH]c2=S)c1 | -7
Cc1nc(-c2ccc(N3CCN(C(=O)c4ccno4)CC3)nc2)no1 | -5
O=C1NC(=Nc2ccccc2)S/C1=C/C=C/c1ccco1 | 10
Cn1nc(CN(C(=O)c2cccnc2)C2CCCC2)c2c1CCC2 | -15
O=C(c1cc(-c2ccco2)[nH]n1)N1CCC(N2CCC(Oc3nccs3)CC2)CC1 | 2
COc1ccc(C)c2sc(N(Cc3ccccn3)C(=O)CCS(=O)(=O)c3ccc(F)cc3)nc12 | -3&-2
Cc1cc(OC2CN(C(=O)c3ccc(-c4cccs4)cc3)C2)cc(=O)o1 | 0
Cc1ccc(NC(N)=Nc2nc(C)cc(N3CCCCC3)n2)c(C)c1 | 12
O=C(COc1ccccc1F)N1CCC(CSC2=NCCS2)CC1 | -2
Cc1ccc(NC=C2CCCCC2=O)c(C)c1 | 0
O=C(CSCc1csc(NC(=O)c2ccc(Br)o2)n1)Nc1ccc(F)cc1 | 11
O=c1[nH]c(=S)c2c(n1-c1ccc3c(c1)OCCO3)CCC2 | 5
Cc1ccccc1OCC(=O)N1Cc2cncnc2C1 | -7
NS(=O)(=O)c1ccc(NC(=O)CCN2C(=O)/C(=C/c3ccc(F)cc3)SC2=S)cc1 | 9
O=c1[nH]c(O)c(C=C2C=Nc3ccccc32)s1 | 10

Following part:
SMILES | SSB-PriA inh
CSCc1csc(N)n1 | 17
CS(=O)(=O)c1ccc2nc(N(Cc3cccnc3)C(=O)c3ccc4c(c3)OCCO4)sc2c1 | -7
COCC(=O)NCC1CC(=O)N(c2ccc(Cl)cc2)C1 (stereo not given) | -18
CCOc1ccccc1NC(=O)CSc1nccn2nc(-c3cccc4ccccc34)cc12 | 0
CCCN1CCCc2cc(CCNC(=O)C(=O)Nc3ccc(C)c(C)c3)ccc21 | 36
COc1cc(=O)n(-c2ccccc2)nc1C(=O)N1CCN(C(=O)c2ccco2)CC1 | 6
COc1ccc(S(=O)(=O)N2CCCC(C(=O)Nc3cc(C)nn3C(C)C)C2)cc1 (stereo not given) | 1
COc1ccc(C(N)=NOC(=O)c2ccc3c(c2)OCO3)cc1 | -19
O=C(CSC1CCCC1)NCC1CCN(c2ncccn2)CC1 | -7
CC(=O)Nc1ccc(C(=O)NN=CC2CC3C=CC2C3)cc1 (stereo not given) | -8
COC(=O)c1ccc(C(=O)NCC[C@H](O)c2ccoc2)cc1 | -6
CCOc1ccc([C@H]2C(C(=O)Nc3ccccc3)=C(C)N=C(SCC(=O)OC)C2C#N)cc1 (stereo not given in full) | -7
CC(C)C(=O)Nc1ccc(S(=O)(=O)NCC2(c3ccccc3)CCOCC2)cc1 | -24
CNC(=O)c1cccc(-c2noc(C3CN(S(=O)(=O)/C=C/c4ccc(C)cc4)C3)n2)c1 | -13
CCOC(=O)c1c(NC(=O)CSc2nc3ccccc3o2)sc2c1CCCCC2 | -8
O=C(NCc1ccc(F)cc1)c1cc(=O)c(OCc2ccccc2)c[nH]1 | -10
CCc1ccc(NC(=O)Cn2c(N3CCOCC3)nc(CC)cc2=O)cc1 | -7
O=C(Cn1c(=O)oc2ccccc21)NCCn1ccn2nccc12 | -25
O=C(Nc1nc2c(s1)C(=O)CCC2)c1cccc(-n2ccc3ccccc32)c1 | -1
O=C(CSc1nc2scc(-c3ccccc3)c2c(=O)n1-c1ccccc1)Nc1ccc2c(c1)OCO2 | -8
COc1ccc(C)cc1S(=O)(=O)N1CCCC(c2nn(C)c(=O)n2-c2ccccc2)C1 (stereo not given) | 0
O=C(NCc1cccc(Oc2ccccc2)c1)C(=O)c1c[nH]c2ccccc12 | 0
COc1ccc(-n2c(SCc3ccc([N+](=O)[O-])cc3)nnc2-c2cccnc2)cc1 | 16
N#Cc1c(SCC(=O)c2ccccc2)nc2c(c1-c1cccnc1)CCCC2 | 10
Cn1cccc(C(=O)NCCC(O)c2ccco2)c1=O (stereo not given) | 8

5 successive entries out of the list so far, quoted:
SMILES | SSB-PriA inh
COc1ccc(C)cc1S(=O)(=O)N1CCCC(c2nn(C)c(=O)n2-c2ccccc2)C1 (stereo not given) | 0
O=C(NCc1cccc(Oc2ccccc2)c1)C(=O)c1c[nH]c2ccccc12 | 0
COc1ccc(-n2c(SCc3ccc([N+](=O)[O-])cc3)nnc2-c2cccnc2)cc1 | 16
N#Cc1c(SCC(=O)c2ccccc2)nc2c(c1-c1cccnc1)CCCC2 | 10
Cn1cccc(C(=O)NCCC(O)c2ccco2)c1=O (stereo not given) | 8

3 entries from above, ordered by molecular weight, lowest first:
SMILES | SSB-PriA inh
COc1ccc(-n2c(SCc3ccc([N+](=O)[O-])cc3)nnc2-c2cccnc2)cc1 | 16
CCOC(=O)c1c(NC(=O)CSc2nc3ccccc3o2)sc2c1CCCCC2 | -8
CCOc1ccccc1NC(=O)CSc1nccn2nc(-c3cccc4ccccc34)cc12 | 0

The list continues.
SMILES | SSB-PriA inh
COCCn1c(SCc2nc(-c3ccccc3C)no2)nc2ccsc2c1=O | -25
O=S(=O)(c1ccc(Cl)cc1)N1CCN(c2ccc3nncn3n2)CC1 | -10
CCc1cccc(CC)c1-n1c(CNC(=O)c2ccc(C)c(C)c2)n[nH]c1=S | -2
O=C(CS(=O)(=O)c1ccc(Br)s1)Nc1nccs1 | -27&7
Cn1ccnc1S(=O)(=O)C1CCN(C(=O)c2ccco2)CC1 | 1
C[C@@H]1N(CCCCCC(=O)O)c2ccc3ccccc3c2C1(C)C | -12
Cn1c(C(F)(F)F)nn(CCNC(=O)C(C)(C)Oc2ccc(Cl)cc2)c1=O | 5
Cc1nc(N2CCN(C(=O)C3CCC3)CC2)cc(C(F)(F)F)n1 | -2
CC1CN(C(=O)Cc2cc(-c3ccc4c(c3)OCO4)on2)CC(C)O1 (stereo not given) | -6
O=C(Nc1ccccc1Cc1nc(C2CC2)no1)c1ccc(Br)o1 | 28
O=C(c1cc(C2CC2)on1)N1CC(n2ccnn2)C1 | -9
COc1ccc(NC(=O)Cc2csc(Nc3cccc(Cl)c3)n2)c(OC)c1 | 16*
COc1ccc(-n2c(SCC(=O)Nc3ccc(F)cc3F)nc3c([nH]c4ccccc43)c2=O)cc1 | -12
COc1ccc(C2CCN(C(=O)c3cnc4ccccc4n3)C2)cc1 (stereo not given) | -7
NC(Cc1ccc([N+](=O)[O-])cc1)=NOC(=O)C(c1ccccc1)c1ccccc1 | 12
O=c1[nH]nc(SC(F)(F)C(F)(F)C(F)(F)F)c(=O)[nH]1 | -20
O=C(c1ccccc1F)N1CC(Oc2nc3c(C(F)(F)F)cccc3s2)C1 | -3
Nc1nnnn1N=Cc1cccs1 | -5
Cc1cc(=O)[nH]c(-n2nc(-c3cccs3)cc2NC(=O)C2CC(=O)N(c3ccc(Cl)cc3)C2)n1 (stereo not given) | -21
CC1CC(OCC(S)CN2CCN(Cc3ccccc3)CC2)CC(C)(C)C1 (stereo not given) | 22
O=C(NCC(c1ccsc1)N1CCc2ccccc2C1)c1ccccc1F (stereo not given) | -5
NC(=NCCCCCCN=C(N)N=C(N)Nc1ccc(Cl)cc1)N=C(N)Nc1ccc(Cl)cc1 | 29
COc1ccc(-c2cc(-c3ccc(OC)cc3)c(C#N)c(SCC(=O)Nc3ccc(-c4nc5ccccc5s4)cc3)n2)cc1 | -17&-8
COCc1nnc(NC(=O)c2ccc(S(=O)(=O)N(CCC#N)CCC#N)cc2)o1 | -3&3
C[N+](C)(C)CCCCCC(=O)C=NO | -11

The results go on.
SMILES | SSB-PriA inh
O=C(O)/C=C\C(=O)NNC(=O)CSc1nc2ccccc2[nH]1 | -5
COCCN1CCC(NC(=O)C2CCN(S(C)(=O)=O)CC2)CC1 | -9
CCNc1nn(CC(=O)NCc2ccccc2)c(N)c1-c1nc(-c2ccccc2C)no1 | -1
Cc1cc(S(=O)(=O)N2CCCCC2CCNC(=O)C(=O)NCc2cccs2)ccc1F (stereo not given) | -3
Cc1nn(-c2ccccc2)c(C)c1/C=N/NC(=O)CCn1cnc2ccccc21 | -1
O=C(Nc1ccc(-c2cnc3n2CCC3)cc1)Nc1cccs1 | -18
COc1ccc(-c2ccc(=O)n(CCCNC(=O)c3ccc(C)cc3)n2)cc1 | 6
CC(C)(C)c1ccc(NC(=O)N2CCOC3(CCOCC3)C2)cc1 | -11
O=S(=O)(CCc1ccccc1)NC[C@H](O)C1CCCCC1 | -5
O=C(Cn1c(S(=O)(=O)Cc2ccccc2)nc2ccccc21)N1CCN(c2ccccc2)CC1 | 54*
CCC(=O)N(C)CCc1cc2c(c(OC)c1C=NNC(=O)c1ccc(Br)cc1)OCO2 | -6
COc1ccc(S(=O)(=O)C2CCN(C(=O)Cn3nnc4ccccc43)CC2)cc1 | -15
Cc1cc(C)n(-c2ccc(C(=O)Nc3ccccc3-c3cn4ccsc4n3)nn2)n1 | -1
O=C(Cc1ccc(Cl)cc1)N(Cc1ccccn1)c1nc2c(F)cccc2s1 | -3
Cc1ccc(C)c(NC(=O)CSc2cn(CCNC(=O)c3cccs3)c3ccccc23)c1 | 9
O=C(NCCn1ncc2c(=O)n(Cc3cccc(C(F)(F)F)c3)cnc21)C1CC1 | 1
Cn1c(=O)[nH]c(=O)c2c1nc(Nc1ccc(Oc3ccccc3)cc1)n2CC(=O)O | 0
CN(C)S(=O)(=O)c1ccc(C(=O)N[C@H]2CC(=O)N(c3ccc(Cl)cc3)C2)cc1 | 3
C=CCN1C(=O)C(C)(C)COc2cc(NC(=O)c3ccccc3Br)ccc21 | 17
N#Cc1ccccc1OCC(=O)Nc1ccccc1 | -2
Cn1nnn(-c2ccc(NC(=O)c3cc(-c4ccccc4)on3)cc2)c1=O | -7
Cc1ccc(S(=O)(=O)c2cnc(N3CCC(C)CC3)nc2N)cc1 | -9
CCc1ccc(C(=O)NCCN2CCN(c3ccc(F)cc3)CC2)cc1 | -5
COc1ccc(NC(=S)N=C(Nc2ccc(C)cc2)c2ccccc2)cc1 | 46*
Cc1cc(NC(=O)c2ccc(Cl)cc2Cl)n(-c2nc(-c3cccs3)cs2)n1 | 3

Remaining list, next part:
SMILES | SSB-PriA inh
C/C(=C/C=NNc1nc(N2CCCCC2)nc(N2CCCCC2)n1)c1ccccc1 | -25
Cc1ccc2c(c1)c1ncn(Cc3ccccc3)c(=O)c1n2CC(=O)Nc1ccc2c(c1)OCCO2 | -2
Cc1ccc(Cl)cc1NC(=O)c1cc(-c2ccc3c(c2)OCCO3)on1 | -11
Cc1cc(OC(=O)CC2CCCC2)c([N+](=O)[O-])c(=O)[nH]1 | -3
COc1ccc(C(=NO)C(C)(C)NO)cc1 | -3
Cc1ccc(F)cc1NC(=O)CS(=O)(=O)c1ccc(Cl)s1 | -12
CCc1ccc(S(=O)(=O)NCC2CCN(C(=O)c3ccoc3)CC2)s1 | -17
Cc1cccc(-n2ncc3c(=O)n4c(nc32)SCC4CC(=O)NCc2cccs2)c1 (stereo not given) | 7
OCc1ccc2ccccc2c1 | -12
CN1C(=O)C(C)(C)COc2ccc(NC(=O)c3cccc(C(F)(F)F)c3)cc21 | -4
COc1ccc2nc(-c3ccc(NS(=O)(=O)c4cccc(C(F)(F)F)c4)cc3)cn2n1 | -17&3
COc1cc(C(=O)NCC2CCN(Cc3cccs3)CC2)cc(OC)c1OC | -23
Cc1c(NC(=S)NC(=NS(=O)(=O)c2ccccc2)c2ccccc2)c(=O)n(-c2ccccc2)n1C | -7
CCOC(=O)c1sc(NC(=O)c2ccc(S(=O)(=O)N3CCc4ccccc43)cc2)nc1-c1ccccc1 | -3
C=CCCC(=O)NCC#CCN1CCOCC1 | -8
O=C(O)c1cccc(NS(=O)(=O)c2cccc(Cl)c2)c1 | -2
Cc1ccc(-c2ccc(=O)n(CCCC(=O)Nc3cccc(Cl)c3C)n2)cc1 | -22
Cc1cccc(S(=O)(=O)Nc2ccc3c(c2)CCC(=O)N3C)c1 | 14
C=CCN1C(=O)C(C)(C)COc2cc(NS(=O)(=O)c3ccc(F)cc3)ccc21 | -4
COc1ccc(NC(=O)CN2CCC(C(=O)N3CCc4ccccc43)CC2)c(OC)c1 | 12
CC1CCN(C(=O)CN2CC(c3nc(C4CC4)no3)C2)CC1 | 6
COC(=O)c1c(N=CNOCc2ccc(Cl)cc2)sc2c1CCN(c1ncc(C(F)(F)F)cc1Cl)C2 | -5
CCOc1ccc(C=NNC(=O)COc2ccccc2-c2ccccc2)cc1 | -15
COc1ccc(-c2csc3c(=O)n(CC(=O)NCc4ccccc4Br)cnc23)cc1 | -27
O=C(Nc1cnc(-n2cccn2)nc1)c1ccccc1F | -13

Further entries:
SMILES | SSB-PriA inh
Cc1ccc(/C=N\NC(=O)CCNC(=O)c2ccccc2)cc1 | -6
Cn1nc(CNC(=O)Nc2cccc(C(F)(F)F)c2)cc1-c1ccccn1 | -4
Cc1nc(NC(Cc2c[nH]c3ccccc23)C(=O)O)c2oc3ccccc3c2n1 (stereo not given) | -4
Cc1oncc1C(=O)N1CC(n2cc(-c3ccccc3)nn2)C1 | -3
COc1cc(NC(=O)N2CCCC(c3nnc(-c4cccs4)o3)C2)cc(OC)c1OC (stereo not given) | 9
O=C(CCS(=O)(=O)c1ccccc1)NCCn1ccn2nccc12 | -14
